Screening results (PubChem)
DAX1 inh-1: DAX1 (NR0B1) inhibitors on StAR promoter, primary screen, cell-based, luminescence, SF-1 (NR5A1), full-length DAX-1; HEK293T StAR-luciferase reporter, SF-1/DAX-1 repression relief; inhibition, % at 6.8 µM; hit rate 1.1% among 370,000; AID 652010, 2013;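 active means inhibition above the mean over all tested compounds plus 3 SD, cut at about 3.6% in these data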;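 further: 0% = DAX-1 cells with DMSO and 100% = cells lacking DAX-1 with DMSO; higher inhibition means more luminescence from relief of DAX-1 repression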
hcDAF-12 act: H. contortus DAF-12 nuclear receptor activators, primary screen, cell-based, luminescence, HEK293, lit1-tk-luc reporter; activation, % at 6.8 µM; hit rate 1.4% among 370,000; HEK293 hcDAF-12 lit1-tk-luc reporter; 0% DMSO, 100% Δ7-dafachronic acid;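 active means activation above the mean of all tested compounds plus 3 SD, cut at about 5.5% in these data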;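 further: 100% = response to 3 µM Δ7-dafachronic acid high control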
FXN GAA850 act: FXN promoter activators, primary screen, cell-based, luciferase luminescence, HEK293 lucGAA850; HEK293 lucGAA850 FXN promoter luciferase reporter, 24 h; percent of 10 µM SAHA response; activation, % at 6 µM; hit rate 0.56% among 360,000; AID 540364, 2011;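 active means activation above the average of all compounds screened plus 3 SD, cutoff fixed separately per campaign, cut at about 7.5% in these data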;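 further: 0% = DMSO wells and 100% = 10 µM SAHA wells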
DAX1 inh-2: DAX1 (NR0B1) inhibitors, primary screen, cell-based, HEK293, Gal4-DAX1, luciferase luminescence | Nuclear receptor subfamily 0 group B member 1 (Homo sapiens), P51843 | inhibition, % at 6.75 µM | hit rate 0.99% among 340,000 | AID 504766, 2011 | HEK293 Gal4-DAX1 luciferase reporter;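 active means inhibition above the mean over all tested compounds plus 3 SD, cut at about 4.2% in these data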;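 further: 0% = DAX1-transfected cells with DMSO and 100% = empty-vector control cells with DMSO; inhibition shows as a rise in luminescence from relieved DAX1 repression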
Target sequence (P51843 207-470 limits assumed): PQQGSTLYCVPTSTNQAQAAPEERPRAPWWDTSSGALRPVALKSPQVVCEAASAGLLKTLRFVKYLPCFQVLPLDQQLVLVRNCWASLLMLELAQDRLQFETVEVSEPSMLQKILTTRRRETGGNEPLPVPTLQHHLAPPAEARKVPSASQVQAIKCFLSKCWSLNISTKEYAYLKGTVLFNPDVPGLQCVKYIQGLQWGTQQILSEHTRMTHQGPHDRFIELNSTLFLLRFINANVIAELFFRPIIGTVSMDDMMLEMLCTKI
hgDAF-12 ag: H. glycines DAF-12 receptor agonists, primary screen, cell-based, luminescence, HEK293, GAL4 fusion, UAS-luciferase. Nuclear hormone receptor DAF-12 (Heterodera glycines), GAL4 fusion. HEK293 GAL4-hgDAF12 UAS-luciferase reporter, agonist luminescence; normalized to butyrate control. activation, % at 6.8 µM. hit rate 1.8% among 370,000. AID 687014, 2013;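 active means activation above a cutoff set at the mean of all screened compounds plus 3 SD, cut at about 10% in these data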;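 further: 0% = DMSO wells and 100% = sodium butyrate wells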
PG9 binder: binders of HIV-1 gp120 antibody PG9, primary screen, biochemical, TR-FRET. HIV-1 gp120 / PG9 antibody interaction. TR-FRET gp120-PG9 antibody binding. inhibition, % at 6.7 µM. hit rate 0.43% among 360,000; in the data active means inhibition above about 8.5%
ADAM17 inh: ADAM17 inhibitors, primary screen, biochemical, QFRET. AID 720648, 2013. Disintegrin and metalloproteinase domain-containing protein 17 (Homo sapiens), P78536. hit rate 0.83% among 370,000. recombinant ADAM17, EDANS/DABCYL FRET peptide cleavage. inhibition, % at 6.95 µM;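 active means inhibition above the mean of compounds lying between control limits plus 3 SD, set per campaign, cut at about 8.5% in these data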;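 further: 0% = DMSO-only wells as the low control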
Target sequence (P78536 215-824 limits assumed): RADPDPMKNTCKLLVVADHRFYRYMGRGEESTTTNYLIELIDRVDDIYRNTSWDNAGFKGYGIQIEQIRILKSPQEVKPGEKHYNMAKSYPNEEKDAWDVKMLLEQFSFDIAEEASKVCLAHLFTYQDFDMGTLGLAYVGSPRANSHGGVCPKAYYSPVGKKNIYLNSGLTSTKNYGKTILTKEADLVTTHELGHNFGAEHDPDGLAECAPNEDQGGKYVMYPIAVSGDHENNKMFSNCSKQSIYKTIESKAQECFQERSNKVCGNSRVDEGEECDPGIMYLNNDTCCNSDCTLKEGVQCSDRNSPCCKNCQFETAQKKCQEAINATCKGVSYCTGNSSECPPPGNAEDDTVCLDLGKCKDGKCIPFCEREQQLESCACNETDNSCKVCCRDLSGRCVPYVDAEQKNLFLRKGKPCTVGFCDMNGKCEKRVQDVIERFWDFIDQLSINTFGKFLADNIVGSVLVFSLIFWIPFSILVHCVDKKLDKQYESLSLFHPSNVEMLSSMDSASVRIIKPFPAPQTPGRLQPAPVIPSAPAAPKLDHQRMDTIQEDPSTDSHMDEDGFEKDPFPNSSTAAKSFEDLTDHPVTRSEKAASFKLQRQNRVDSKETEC
SMARCA2 activ: SMARCA2 (BRM) function activators, primary screen, cell-based, luminescence, high throughput. MG213 cells, MMTV-luciferase reporter, dexamethasone, overnight. activation, % at 9.1 µM. hit rate 1% among 370,000. AID 652017, 2013; in the data active means activation above about 7.8%;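 further: 0% = vehicle wells and 100% = reference activator wells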
NPR1 activator: GC-A stimulated cGMP production enhancers – HEK293 GC-A cells, cGMP TR-FRET, EC30 ANP, primary screen; Atrial natriuretic peptide receptor 1 (Homo sapiens), P16066; 0% at EC30 ANP, 100% saturating ANP; activation, % at 10 µM; hit rate 0.14% among 370,000; AID 1671463, 2021; in the data active means activation above about 40%
ssDAF-12 act: S. stercoralis DAF-12 nuclear receptor activators, primary screen, cell-based, luminescence, HEK293, GRIP1 co-expression, lit1-tk-luc | Nuclear hormone receptor DAF-12 (Strongyloides stercoralis) | HEK293 ssDAF-12/GRIP1 lit1-tk-luc reporter; % of 3 µM dafachronic acid response | activation, % at 6.8 µM | hit rate 1% among 370,000 | AID 652126, 2013;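 active means activation above the mean over all tested compounds plus 3 SD, cut at about 0.9% in these data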;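 further: 0% = DMSO-only wells and 100% = 3 µM delta7-dafachronic acid wells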
ADAM10 inh: human ADAM10 inhibitors, primary screen, biochemical, QFRET, HTS. hit rate 0.62% among 370,000. AID 720582, 2013. inhibition, % at 7 µM. Disintegrin and metalloproteinase domain-containing protein 10 (Homo sapiens), O14672. recombinant ADAM10, EDANS/DABCYL FRET peptide cleavage, 3 h;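 active means inhibition above a per-campaign cutoff equal to the mean of compounds falling between control-based bounds plus 3 SD, cut at about 20% in these data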;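 further: 0% = DMSO wells while the 100% control is not disclosed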
Numbers without * were called inactive; i = inactive; · = no result given. This is a random part of the collection (roughly 6.8% active in at least one column).

SMILES	DAX1 inh-1	hcDAF-12 act	FXN GAA850 act	DAX1 inh-2	hgDAF-12 ag	PG9 binder	ADAM17 inh	SMARCA2 activ	NPR1 activator	ssDAF-12 act	ADAM10 inh
Cc1oc(-c2cc(F)ccc2F)nc1CN1CCN(C)C(=O)[C@@H]1C	0.0	-1.4	-1.2	-1.0	-0.3	-1.5	-1	-1	0	-0.5	2
Cc1ccc2c(c1)cc(CN(Cc1ccc3c(c1)OCO3)S(=O)(=O)c1ccccc1)c1nnnn12	-0.5	-1.4	-1.6	-1.8	-0.6	-1.2	3	-1	0	-0.9	8
Oc1ccc(-c2csc(Nc3ncccn3)n2)c(O)c1	1.9	0.1	3.1	2.5	25*	0.9	-1	9.4*	-7	-0.2	8
Cc1ccc(CN2CCCN(Cc3c(F)cccc3Cl)S2(=O)=O)cc1	0.3	-1.2	2.7	1.3	1.2	-1.0	3	-1	-3	-1.1	14
O=C(NCCc1ccccc1F)c1cc(COc2ccc(F)cc2F)on1	1.1	0.5	2.2	1.1	5.5	0.4	-2	0	2	-0.7	-1
CCc1c(-c2ccccc2)ncn1CCc1ccccc1OC	-1.4	-4.0	·	·	0.6	1.5	-2	-1	-12	-1.6	-7
CCOC(=O)NC(=O)/C(C#N)=C\NNc1ncc(C(F)(F)F)cc1Cl	0.3	-1.8	2.6	-0.7	-0.4	0.4	-1	-1	0	-1.1	-2
C/C(=N\Nc1nc(C(C)(C)C)cs1)c1ccccc1	0.5	7.0*	3.9	6.6*	13*	-0.1	-6	5	-1	2.2*	-9
COc1cc(OC)c(NC(=S)Nc2cccc(C)c2)cc1Cl	0.4	-2.3	2.9	0.1	0.4	-1.9	6	-2	8	-1.6	2
Cc1ccccc1C(=O)Nc1cccc(NC(=O)c2ccccc2[N+](=O)[O-])c1	0.4	-0.8	1.5	-1.0	1.2	-0.8	-2	1	5	0.8	7
Cc1ccc(NC(=S)Nc2ccc3cn[nH]c3c2)cc1	-0.2	-1.3	-0.6	0.5	3.5	-2.6	-9	7	-1	-1.0	-28
COc1ccccc1N1CCN(c2ccc(N3C(=O)CCC3=O)cc2[N+](=O)[O-])CC1	-0.2	-0.5	3.0	-1.3	0.9	-0.8	-3	5	0	-1.3	0
O=C(NC1CCCCCC1)C1CCN(C(=O)c2cccc(Cl)c2)CC1	0.4	-2.1	1.0	-1.3	-0.4	-1.9	-1	0	2	-1.2	-5
Cc1cccc(Cc2nnc(CCC(=O)N(C)Cc3ccncc3C)o2)c1	-0.3	-1.3	-0.7	1.2	-2.1	0.6	-8	-2	5	-0.9	-11
COC(=O)c1ccc2c(=O)sc(N3CCC(C(N)=O)CC3)nc2c1	0.5	0.0	1.3	0.1	-2.3	1.9	-281	-2	4	-1.1	i
CC1=C(C(=O)Nc2ccccc2)C(c2ccc(O)cc2)N2C(=O)CSC2=N1 (configuration not stated)	-0.3	-1.5	1.9	-1.1	-0.6	-0.3	8	2	-2	-1.0	17
COc1ccccc1N1C(=O)c2ccccc2NC1c1ccncc1 (configuration not stated)	0.6	-1.5	-1.7	0.1	-1.8	0.9	-73	-1	-3	-0.8	-215
N#Cc1cccc(OC(=O)c2ccc3c(=O)n4c(nc3c2)CCC4)c1	0.0	-0.2	-0.1	-1.8	-0.1	-0.1	-4	0	-3	-0.9	-9
O=C(C1CC(=O)N(C2CCCC2)C1)N1CCN(c2cccc(Cl)c2)CC1 (configuration not stated)	-0.9	-1.6	0.0	-0.3	-3.0	0.9	-2	-5	3	-1.3	-11
CC1SCC(=NOCc2ccccc2)CS1 (configuration not stated)	0.2	1.9	5.4	·	2.0	-0.8	1	6	3	0.7	-1
O=C(CCCCl)Oc1ccc2cc(-c3ccc4ccccc4n3)c(=O)oc2c1	0.8	8.4*	1.2	0.1	3.6	-0.7	-149	6	3	-0.4	-376
CCN1CCN(c2ccc(NC(=O)c3cccc(OCc4ccccc4)c3)cc2)CC1	-1.8	-0.3	-1.8	-0.6	3.2	-2.6	-3	4	7	-1.8	1
CN(CCc1ccccn1)C(=O)CN(C)S(=O)(=O)c1ccc2c(c1)c(=O)n(C)c(=O)n2C	0.2	-0.3	2.9	2.0	1.9	-0.3	-2	1	5	-1.2	-4
c1ccc(Cn2c(SCCN3CCOCC3)nnc2-c2cccnc2)cc1	0.8	0.5	0.6	-0.5	2.0	1.8	1	-1	-1	-0.6	3
CCOC(=O)CCSc1nc(N2CCOCC2)c2c(c1C#N)CC(C)(C)OC2	0.0	0.2	3.4	-0.8	-1.1	3.0	-4	-1	15	-1.0	-4
Cc1ccc(NC(=O)Cn2cnc3cc([N+](=O)[O-])ccc3c2=O)cc1	-0.7	-2.2	0.1	0.7	1.6	-0.6	-3	4	24	-1.1	3
O=C(CN1C(=O)/C(=C/c2ccco2)SC1=S)Nc1ccc(O)c(C(=O)O)c1	0.2	-1.6	-0.3	-0.3	1.6	-0.7	-12	0	3	-0.7	-18
COc1ccccc1/C=N/NC(=O)c1ccc(N(C)S(=O)(=O)c2ccccc2)cc1	-0.9	-0.8	-1.3	-1.8	-2.2	-0.2	1	-1	-8	-2.0	1
CC(C)[C@H](NC(=O)OC(C)(C)C)c1nnc(SCc2cccc(F)c2)o1	-0.7	-0.9	-2.4	-0.2	-2.4	-0.6	0	3	-1	-1.2	-2
Cc1ccc2cc(CN(c3ccccc3C)S(=O)(=O)c3ccccc3)c(=O)[nH]c2c1	-0.8	0.4	0.9	0.5	4.5	14*	-9	-1	4	-1.4	1
Cc1ccccc1CS(=O)(=O)Cc1ccc(C(=O)Nc2c(C)cccc2C)o1	-1.4	-2.6	·	·	-0.9	·	-1	-6	0	-1.4	-3
O=C(c1cc(COc2ccc(F)cc2Cl)on1)N1CCC(OCc2cccnc2)CC1	-0.3	-2.4	-0.8	-0.2	-4.3	1.1	-5	-5	1	-2.2	0
Cc1ccc2c(c1)N(CCCC(=O)NCc1c(F)cccc1F)C(=O)CO2	-1.5	-2.1	·	·	3.3	·	-4	-5	4	-1.5	-8
Cc1cc(C)cc(NC(=O)C(OC(=O)C2=COCCO2)c2ccccc2)c1 (configuration not stated)	0.2	0.4	1.3	1.2	0.1	0.7	4	-1	-8	-1.6	0
CC1C(=O)N(Cc2cn(CCC3OCCCO3)nn2)CCS(=O)(=O)N1Cc1ccc(-c2ccncc2)cc1 (configuration not stated)	-0.3	1.1	1.1	3.2	2.2	-2.5	-1	-6	-6	-1.1	-14
Cn1nnnc1SCC(=O)c1c(N)n(C2CC2)c(=O)[nH]c1=O	-0.9	-1.0	0.7	1.5	3.3	0.9	-1	1	2	-1.1	0
COc1ccc(OC)c(NC(=O)CCC(=O)N(Cc2ccc(OC)c(OC)c2)c2nccs2)c1	0.5	-0.7	0.7	0.0	-0.9	-2.2	0	-3	0	-0.8	-10
O=c1[nH]c(NC2CCCCC2)c([N+](=O)[O-])c(=O)[nH]1	-0.2	-0.1	1.6	-1.2	0.2	-0.3	-4	1	2	-1.0	3
COc1ccc(NC(=O)CN2CCN(CC(=O)Nc3ccccc3Cl)CC2)c(OC)c1	-1.5	-0.5	-0.8	-0.3	-1.4	-1.9	3	-2	-1	-1.2	5
Cc1ccc(CNC(=O)c2ccccc2SCC(=O)NCC2CCCCC2)cc1	0.1	0.1	2.3	0.3	-0.6	-0.7	6	-3	1	-1.6	0
C/C(=N\NC(=O)c1ccc(N)cc1)C1CC1	1.3	-1.9	5.2	0.1	3.8	-1.3	-1	0	3	-0.3	-5
c1ccc(N2CCN(c3c4c(nc5ncnn35)CCC4)CC2)cc1	-1.7	-2.2	-1.1	-1.0	-4.5	1.1	-2	-4	2	-2.0	-1
CCN(CC)c1ccc2nc3c4ccccc4c(=O)cc-3oc2c1	0.5	3.3	·	·	5.0	-12	-6	2	-23	-1.5	0
Cc1ccc(N(C(C)C(=O)O)S(=O)(=O)c2c(C)n[nH]c2C)cc1 (configuration not stated)	0.5	-0.3	1.5	1.0	0.8	-2.2	-2	1	1	-0.6	-1
Cc1ccc(-n2c(C)cc(=O)cc2C)cc1[N+](=O)[O-]	-0.4	-2.0	0.7	-0.8	-1.2	-1.9	-3	-1	-1	-0.9	-6
CCN(CC)CCCNC(=O)Cn1ncn2cccc2c1=O	0.2	-1.7	-1.8	0.3	-2.2	-1.8	6	-4	2	-0.8	-5
CCc1nnc(NC(=O)CSc2nnc(-c3ccccc3O)n2-c2ccc(C)cc2)s1	0.0	-1.9	-4.3	1.4	-1.9	11*	-6	-2	0	-0.9	-10
Cn1c(=O)oc2cc(S(=O)(=O)N3CCC(C(=O)NCc4ccccc4)CC3)ccc21	-0.5	-1.9	2.0	-0.8	0.5	-2.2	-2	0	2	-0.6	-3
CC(C)NC(=O)N(C)C[C@H]1OCCCC[C@H](C)Oc2ccc(NS(=O)(=O)c3ccccc3)cc2C(=O)N([C@H](C)CO)C[C@H]1C	-0.5	-1.2	0.1	1.6	-1.0	-0.3	-2	-4	5	-0.4	-7
Nc1nc(NC(=O)C(Cl)(Cl)Cl)nn1-c1ccccc1	-0.2	-1.9	0.1	-0.2	3.7	-2.0	0	0	-2	-1.8	5
CC1(C)CC2CC(C)(CN2S(=O)(=O)c2cccc(C(=O)OCC(N)=O)c2)C1 (configuration not stated)	1.2	-0.7	1.4	-1.1	-2.1	0.7	0	4	-1	-1.0	6
COc1ccc(-c2cc(=O)oc3cc(OC(C)C(=O)Nc4ccc(CN5CCOCC5)cc4)ccc23)cc1 (configuration not stated)	-1.1	-1.3	1.0	-0.7	-3.4	-1.8	-4	0	8	-1.3	-23
COc1ccc(-c2nc(C)sc2CC(=O)O)cc1OC	0.0	-1.0	2.8	0.2	-0.1	-1.6	2	1	-1	-1.5	1
